beta cell repl: inducers of MIN6 beta-cell proliferation, primary screen, ATP luminescence, uHTS. proliferation, % at 10 µM. MIN6 cells proliferation, ATPlite luminescence, 48 h; cells starved in 0.2% serum; 100% = growth in 10% serum. hit rate 0.29% among 330,000;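 active = compounds whose signal lies at least 3.5 SD above the mean of all wells on their plate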;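 note: 0% = DMSO-treated cells in low-serum medium and 100% = 10% serum control; some compounds called inactive have numbers as strong as hits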
UBC13 inh: UBC13 polyubiquitin chain formation inhibitors, primary screen, biochemical, TR-FRET, uHTS | Ubiquitin-conjugating enzyme E2 N (Homo sapiens), P61088 | inhibition, % at 20 µM | hit rate 0.47% among 330,000 | AID 485273, 2010; in the data active = inhibition above about 45%, passing the limit was not always enough
Target sequence (P61088 whole entry, looked up): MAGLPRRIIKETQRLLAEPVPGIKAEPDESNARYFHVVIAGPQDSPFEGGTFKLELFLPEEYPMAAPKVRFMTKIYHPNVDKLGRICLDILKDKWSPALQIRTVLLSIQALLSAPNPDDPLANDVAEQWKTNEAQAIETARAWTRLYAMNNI
SENP8 block-1: human SENP8 protease inhibitors, primary screen, biochemical, fluorescence, Nedd8 protein substrate, uHTS; AID 602440, 2012; recombinant SENP8; inhibition, % at 20 µM; hit rate 0.64% among 360,000; in the data active = inhibition mostly above about 40%, no sharp cut-off; inactive = mostly below about 27%
SENP1 inh: human SENP1 catalytic domain inhibitors, primary screen, biochemical, FRET, uHTS; Sentrin-specific protease 1 (Homo sapiens), Q9P0U3; recombinant SENP1 catalytic domain, CyPet-SUMO1-YPet FRET cleavage; inhibition, % at 10 µM; hit rate 0.21% among 360,000; AID 624204, 2012;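 active = inhibition at least 30% at 10 µM, raw YFP signal under a set limit, fluorescence ratio 0.5 to 1.5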;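 note: 0% = enzyme with DMSO and 100% = no enzyme wells; some results filed as inactive read as strong as hits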
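material = recombinant human SENP1 catalytic domain, His6-tagged | quantity = 20 pM enzyme | reagent = 25 nM SUMO1 FRET substrate | compound dosing = 10 µM single point, 0.5% DMSO | timing = 50 min enzyme reaction, room temperature, light-protected | detection = FRET, CFP and YFP emission | control set = no-enzyme low, enzyme-DMSO high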
PfG6PD inh: PfG6PD enzyme inhibitors, primary screen, biochemical, fluorescence intensity, uHTS; PfGluPho enzyme, NADPH resazurin-diaphorase fluorescence; inhibition, % at 20 µM; hit rate 0.78% among 350,000;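 active = inhibition reaching at least a set limit at 20 µM in the primary screen, cut at about 59% in these data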;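 note: 0% = DMSO wells with substrate and 100% = DMSO wells lacking glucose-6-phosphate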
SENP8 block-2: SENP8 protease inhibitors, primary screen, biochemical, luminescence | purified SENP8, Z-RLRGG-aminoluciferin cleavage | inhibition, % at 10 µM | hit rate 1.2% among 330,000 | AID 2540, 2010; in the data active = inhibition above about 50%
SENP7 block: SENP7 protease inhibitors, primary screen, biochemical, luminescence, uHTS; AID 434973, 2010; hit rate 1.5% among 330,000; inhibition, % at 5 µM; recombinant SENP7, Z-RLRGG-aminoluciferin luminescence, 40 min; Sentrin-specific protease 7 (Homo sapiens), Q9BQF6;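 active = inhibition above about 50% at the single test dose, limit read from the data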;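 note: plate controls were DMSO with enzyme for no effect and no enzyme buffer wells for full effect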
Target sequence (Q9BQF6 706-1050 limits assumed): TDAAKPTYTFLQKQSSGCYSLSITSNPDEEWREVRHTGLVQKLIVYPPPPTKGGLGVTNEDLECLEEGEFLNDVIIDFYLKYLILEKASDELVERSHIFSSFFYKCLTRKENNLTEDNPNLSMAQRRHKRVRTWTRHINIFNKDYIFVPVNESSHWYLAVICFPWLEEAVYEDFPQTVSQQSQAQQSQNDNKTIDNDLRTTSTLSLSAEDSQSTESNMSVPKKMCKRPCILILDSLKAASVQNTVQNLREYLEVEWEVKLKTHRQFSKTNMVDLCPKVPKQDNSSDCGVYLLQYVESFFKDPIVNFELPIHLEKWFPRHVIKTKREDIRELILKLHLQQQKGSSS
HKDC1 inhibitor: HKDC1 hexokinase inhibitors, primary screen, biochemical, fluorescence, uHTS; Q2TB90; recombinant HKDC1, G6PDH/diaphorase resazurin coupled fluorescence; inhibition, % at 20 µM; hit rate 0.16% among 340,000;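 active = inhibition above about 35% when tested at 20 µM, limit read from the data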;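 note: plate controls were DMSO wells with enzyme for no effect and DMSO wells lacking enzyme for full effect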
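Material: recombinant HKDC1 hexokinase; Amount: HKDC1 at 5 µg/mL; Medium: Tris pH 8.0 buffer with MgCl2, Tween-20, BSA, BME; Schedule: 90 min reaction incubation at room temperature, dark; Technique: coupled resazurin fluorescence, excitation 525 nm, emission 613 nm.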
SENP6 block: SENP6 protease inhibitors, primary screen, biochemical, luminescence, uHTS | hit rate 1.8% among 330,000 | Recombinant SENP6 catalytic domain, aminoluciferin luminescence | inhibition, % at 10 µM;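 active = inhibition above about 50% at the single tested dose, limit read from the data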;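 note: plate controls were DMSO wells with enzyme for no effect and DMSO wells lacking enzyme for full effect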
Target sequence (Q9GZR1 628-1112 limits assumed): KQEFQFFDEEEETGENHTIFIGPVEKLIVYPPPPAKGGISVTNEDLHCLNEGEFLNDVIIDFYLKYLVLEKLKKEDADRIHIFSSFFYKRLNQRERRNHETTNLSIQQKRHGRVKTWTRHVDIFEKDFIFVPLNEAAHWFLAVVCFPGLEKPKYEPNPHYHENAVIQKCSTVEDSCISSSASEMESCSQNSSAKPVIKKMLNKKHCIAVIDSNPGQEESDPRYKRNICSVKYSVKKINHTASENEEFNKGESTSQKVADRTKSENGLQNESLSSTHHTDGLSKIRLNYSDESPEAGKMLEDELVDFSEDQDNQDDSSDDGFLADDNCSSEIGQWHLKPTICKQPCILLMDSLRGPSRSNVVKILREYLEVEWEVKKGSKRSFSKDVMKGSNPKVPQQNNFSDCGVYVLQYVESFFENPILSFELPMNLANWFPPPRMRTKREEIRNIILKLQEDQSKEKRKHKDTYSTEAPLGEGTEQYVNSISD
* marks the source's active call; other numbers are inactive results; nt = no result given.

mol,beta cell repl,UBC13 inh,SENP8 block-1,SENP1 inh,PfG6PD inh,SENP8 block-2,SENP7 block,HKDC1 inhibitor,SENP6 block
CCN(CC(=O)Nc1c(F)cccc1F)C(=O)c1ccc(S(=O)(=O)NCc2ccco2)cc1,-1,4,19,3,-3,2,-4,-1,-6
COC(=O)c1ccc(C(=O)Nc2ccc3c(c2)C(=O)NC3=O)cc1,-2,13,-245,0,-17,0,6,10,6
CC(O)C(NS(=O)(=O)c1ccc(Cl)cc1)C(=O)OCC(=O)c1c[nH]c2ccccc12 (stereo not drawn),-1,1,16,-5,12,-3,4,-4,-1
CC(=NNC(=S)Nc1cccc(Cl)c1)c1ccccn1,nt,nt,14,0,35,nt,nt,-46,nt
O=C(O)CCN1c2ccccc2Sc2ccccc21,nt,nt,-16,2,-13,nt,nt,-4,nt
COc1cc(C(=O)N(C)c2nnc(-c3cccnc3)s2)cc(OC)c1OC,2,6,nt,nt,nt,1,1,nt,-8
Cc1cc(NCCCO)n2c(nc3ccccc32)c1C#N,-2,2,-424,-65,-4,5,3,4,9
CCOC(=O)c1c(NC(=O)C2CCCCC2)sc2c1CCN(CC)C2,-3,6,-9,-64,9,-6,-15,3,-6
COC(=O)c1cccc(COC(=O)CNC(=O)c2ccco2)c1,-2,-2,22,1,5,-8,-4,-3,-22
CCN(CC)C(=O)c1sc2nc(-c3ccccc3)ccc2c1N,-4,-3,-151,-22,16,14,10,-1,-28
O=Cc1cc(N=Nc2ccccc2Cl)ccc1O,-6,-47,39,6,-25,47,-1,17,47
Cc1c(NC(=O)C2CCCN2S(=O)(=O)c2ccc(Cl)cc2)c(=O)n(-c2ccccc2)n1C (stereo not drawn),-1,-3,5,0,-10,-5,0,7,-1
Cc1c(C(=O)N/N=C/c2cccs2)nc2ccccn12,1,-6,-3,2,-2,6,0,-11,1
Nc1cccc2c1nnn2C1OC(CO)C(O)C(O)C1O (stereo not drawn),5,4,-91,8,nt,-3,2,nt,17
CCC(C)NS(=O)(=O)c1ccc(NC(=O)c2cccs2)cc1 (stereo not drawn),-2,-1,-5,3,17,-1,23,-11,8
Cc1cc(C(=O)Nc2sc(C)c(-c3ccc(F)cc3)c2C(N)=O)no1,-3,6,-60,3,3,-8,11,-6,-4
O=C(Nc1ccc2oc(Cc3ccc(Cl)cc3)nc2c1)c1cccnc1,-2,-7,8,2,-3,-4,-2,13,-12
CC(C)(C)c1cc(CCC(=O)NCc2ccccn2)cc(C(C)(C)C)c1O,-3,0,4,2,-17,1,2,0,0
CN(C)/C=N/c1c(C(=O)NCc2ccccc2)nnn1Cc1ccccc1,1,6,14,1,1,-7,5,-3,-14
CNC(=O)Nc1cccc(-c2ccnc(C)n2)c1,2,-5,-10,0,3,-5,12,-7,4

Remaining list, next part.
mol,beta cell repl,UBC13 inh,SENP8 block-1,SENP1 inh,PfG6PD inh,SENP8 block-2,SENP7 block,HKDC1 inhibitor,SENP6 block
CCc1c(C(=O)NC2CCCCC2)[nH]c(C)c1C(C)=O,-2,4,1,4,-3,-8,1,-11,-18
CC(=O)Nc1ccc(NC(=O)c2cc(-c3ccc(C)cc3O)n[nH]2)cc1,-2,-6,10,1,-14,3,-3,0,0
Cc1ccc(SCC(=O)OCC(=O)NC2CCCCCCC2)cc1,-2,2,20,3,16,-10,-5,-3,-11
COc1cccc(C(=O)NCCN2CCN(c3ccc(Cl)cc3)CC2)c1,1,9,3,1,-4,0,0,0,-1
O=C(c1ccco1)N1CCN(C(=O)c2ccco2)C1=S,nt,nt,3,0,4,nt,nt,-2,nt
COc1cnc(-c2ccccc2)nc1Oc1cccc(C)c1,1,5,14,5,-4,1,-1,0,-4
Cc1ccc(NC(=O)Cn2cc(C(F)(F)F)cc(Cl)c2=O)cc1Cl,-1,-8,-8,-2,-10,1,-10,17,-8
COc1cc2[nH]c(C(=O)N3CCC(Cc4ccccc4)CC3)cc2c(OC)c1OC,-4,2,-40,1,17,-2,-6,1,-25
CC1CC(=O)N(CC(=O)Nc2cccc(Cl)c2)c2ccccc2S1(=O)=O (stereo not drawn),-3,-1,17,3,2,-4,16,-2,-24
O=C(c1ccc(Cl)c(S(=O)(=O)N2CCCC2)c1)N1CCN(c2ccccn2)CC1,-1,-8,5,1,-14,0,-11,8,-13
CC1CC(C)CN(S(=O)(=O)c2ccccc2[N+](=O)[O-])C1 (stereo not drawn),-1,11,21,0,2,-8,-2,13,-12
COc1ccccc1C(=O)Nc1ccccc1N1CCCCC1,-5,4,11,-1,-19,6,-3,-15,15
CC(=O)c1ccc(NS(=O)(=O)c2ccc(-c3cnc(C4CC4)o3)cc2)cc1,1,-6,-25,4,-24,-6,-5,3,-6
CNC(=O)C1=C(C)NC(=S)NC1c1cc2c(cc1OC)CCCC2 (stereo not drawn),-3,0,11,0,-4,0,2,-7,7
COc1cc(-c2nc(-c3ccccc3)c(-c3cccs3)[nH]2)cc(OC)c1OC,-6,19,-308,-2,-2,1,-6,-5,6
CN(C)S(=O)(=O)c1ccc(Cl)c(NC(=O)COC(=O)C2CCCO2)c1 (stereo not drawn),0,-15,7,-2,30,-7,-6,-5,1
CCCCN(C)S(=O)(=O)c1ccc(C(=O)Nc2nnc(CSC)o2)cc1,0,-12,13,-2,-30,-3,-3,-7,-14
C/C=C/c1ccc(OCCOc2cccc3cccnc23)c(OC)c1,-2,0,-4,-1,26,-6,5,-5,12
Cc1ccc(C(=O)Nc2cccc(NC(=O)CN3CCCCC3)c2)cc1,-4,-8,13,1,14,-13,0,-2,12
CCSc1nnc(-c2ccc(S(=O)(=O)N3CCOCC3)cc2)n1C,-1,-6,-8,2,-3,-3,-15,-6,-31

Next part:
mol,beta cell repl,UBC13 inh,SENP8 block-1,SENP1 inh,PfG6PD inh,SENP8 block-2,SENP7 block,HKDC1 inhibitor,SENP6 block
CC(C)Cn1cc(C(=O)N2CCN(c3ccccn3)CC2)c2c3ccccc3n(C)c2c1=O,1,19,-266,-5,-7,6,-1,-2,-10
O=C(Nc1ccc(F)c(F)c1)c1cccnc1,-4,-5,21,2,2,-1,0,-4,-2
CS(=O)(=O)n1nc(-c2ccccc2)nc1NCc1ccco1,0,-2,16,-6,0,-4,6,4,10
Cc1cc(C)c(C)c(OC(=O)c2sc(Cl)nc2C)c1,0,2,6,-5,13,-5,9,-9,-10
COc1ccc(NC(=O)CCCCCN2C(=O)CCC2=O)cc1Cl,2,7,12,0,4,1,7,-9,5
CCCCOC(=O)c1ccc(NC(=O)CSc2nnnn2C)cc1,-4,-2,10,1,-15,-11,-9,2,-24
CC(=O)c1cccc(NC(=S)NC(=O)c2ccc(C)cc2Cl)c1,-3,4,2,2,9,4,6,16,21
O=C(Nc1cccc(-c2nnc(-c3ccco3)o2)c1)c1ccccc1,5,6,2,3,7,7,1,-1,9
Cc1cc(=O)oc2cc(O)cc(O)c12,nt,nt,-379,-118,32,nt,nt,9,nt
COc1ccc(NC(=O)c2ccc(OC(=S)N(C)c3ccc(OC)cc3)cc2)cc1,2,-4,20,0,-11,2,3,-8,4
COc1ccc2nc(NC(=O)CN(c3ccc(C)cc3)S(=O)(=O)c3c(C)nn(C)c3C)sc2c1,-4,10,6,0,-1,-5,6,-3,5
O=C(NCCN1CCN(c2ccccc2F)CC1)c1ccc2nc3ccccc3c(=O)n2c1,-3,22,-278,-96,5,3,1,1,-1
CC(C)(C)NC(=O)CSCc1c(Cl)cccc1Cl,5,0,5,-1,-5,0,-3,-6,-19
O=C(NCC1CCCO1)C(c1cccs1)N(Cc1ccccc1)C(=O)c1ccc(-c2ccccc2)[nH]1 (stereo not drawn),-3,0,-22,-1,36,-2,-1,14,2
Cc1ccc(Nc2nc(C)c(CCC(C)C)c(=O)[nH]2)cc1,0,0,-23,1,4,-15,-7,-8,-43
NC(=O)c1ccsc1NC(=O)CCS(=O)(=O)c1ccc(F)cc1,-5,-3,3,-12,1,2,-3,-5,-1
COC(=O)CSc1nnc(CNC(=O)c2ccccc2OC)n1C,-2,13,15,2,6,1,-3,-11,11
Cc1cc(C)c2cc(C#N)c(NCCNC(=S)NCCCN3CCOCC3)nc2c1,-4,3,-405,-93,0,-6,-4,-7,-20
Cc1cc(CNC(=O)COc2ccccc2)c2ccccc2n1,nt,nt,9,0,-18,nt,nt,-6,nt
Cc1csc(=O)n1CCC(=O)OCC(=O)NCc1ccc(Cl)cc1Cl,-3,2,-5,2,-11,1,1,-6,2

Among those listed so far, these contain a tert-butyl group:
mol,beta cell repl,UBC13 inh,SENP8 block-1,SENP1 inh,PfG6PD inh,SENP8 block-2,SENP7 block,HKDC1 inhibitor,SENP6 block
CC(C)(C)c1cc(CCC(=O)NCc2ccccn2)cc(C(C)(C)C)c1O,-3,0,4,2,-17,1,2,0,0
CC(C)(C)NC(=O)CSCc1c(Cl)cccc1Cl,5,0,5,-1,-5,0,-3,-6,-19

More compounds
mol,beta cell repl,UBC13 inh,SENP8 block-1,SENP1 inh,PfG6PD inh,SENP8 block-2,SENP7 block,HKDC1 inhibitor,SENP6 block
CCNc1nc(Oc2ccc(=O)n(-c3ccccc3)n2)nc(N(C)C)n1,3,-2,19,-1,-12,3,-12,-5,-10
COc1cccc(-n2nc(C(=O)N3CC(C)CC(C)C3)c3ccccc3c2=O)c1 (stereo not drawn),-4,15,-23,0,-11,-6,-2,3,-5
COc1ccc2nc(NNC(=O)C3COc4ccccc4O3)sc2c1 (stereo not drawn),-1,-1,-3,-2,-35,4,0,-1,0
CCn1c(O)c(/C=N/N=C/c2ccccc2)c2ccc(C3=NNC(=O)CC3)cc21,0,3,-78,-31,12,-3,3,-1,8
CC1CCCN(S(=O)(=O)c2ccc(C(=O)NC(C)c3ccccc3)cc2)C1 (stereo not drawn),2,-4,3,0,0,-10,-8,1,-1
O=C(O)c1ccc(CSc2nc3ccc(NC(=O)c4ccccc4C(=O)O)cc3s2)cc1,1,-10,1,-4,-30,-5,-8,-2,-2
Cn1cc(/C=C(\C#N)C(=O)Nc2ncc(Cc3ccc(Cl)cc3)s2)c2ccccc21,-2,-14,-68,-27,-18,-1,0,-2,5
Cc1ccc(C)c2[nH]c(=O)c(CCNC(=O)CCc3ccccc3)cc12,-2,0,-56,-2,8,-3,0,-3,-7
O=C(Nn1cnnc1)c1ccccc1Cl,-6,-3,8,2,6,1,1,-5,-15
Cc1occc(=O)c1O,-4,1,8,-3,-19,1,3,-2,9
Cc1ccc(Cc2cnc(N)s2)o1,-1,0,4,-7,32,-6,5,9,-21
CCCCc1cc(C)c(S(=O)(=O)c2ccccc2C)c(=O)[nH]1,-1,-2,-104,1,7,0,0,-5,-5
Fc1ccccc1CNc1nc(-c2cccnc2)nc2ccccc12,0,15,-35,-16,-7,6,0,-2,-4
COc1cccc(CN2CCN(Cc3nc(-c4cccc(F)c4F)oc3C)CC2=O)c1,-3,5,-3,-6,11,8,4,-6,-2

From PubChem
